Tn6 DDE FP: DD(E)-Tn6 binding inhibition, primary FP screen; Fibrin DD(E) TRITC-Tn6 fluorescence polarization displacement; inhibition, % at 8.3 µM; actives 0.21% (n = 370,000); AID 720509;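 active = inhibition above a per-campaign cutoff: mean of compounds within control limits plus 3 SD, cut at about 15% in these data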;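 also: 0% = median of all compound wells on the plate and 100% = blocking peptide control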
PLC-gamma1 inh: PLC-gamma1 (human) inhibition, primary screen; P19174; purified PLC-gamma1, fluorogenic substrate, fluorescence; inhibition, % at 12.2 µM; actives 0.84% (n = 370,000); AID 720700; in the data active = inhibition above about 9.5%
ARFGAP1 inhibitor: inhibitors of rat ARFGAP1. Q62848. Arfgap1-stimulated ARF1 GTP hydrolysis, GDP FP detection. inhibition, % at 16.5 µM. actives 0.26% (n = 360,000);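 active = inhibition above a per-plate limit, mean inhibition of low control wells plus 3 SD, cut at about 25% in these data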;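 also: 0% = DMSO wells with enzyme and 100% = wells lacking Arfgap1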
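Material: rat Arfgap1 catalytic domain, aa 1-136; also added: human ARF1(Δ1-17)-GTP substrate; compound dosing: one concentration, 16.5 µM, DMSO 1.26%; incubation: GTP hydrolysis reaction 2 h at 25 °C; measured by: Tracer-displacement fluorescence polarization with EDTA stop, 620/688 nm; evaluation: % inhibition from polarization; repeats: one replicate per compound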
PLCb3 inh: PLC-beta3 (human) inhibition, primary screen. Q01970. actives 0.18% (n = 370,000). AID 720704. Purified PLC-beta3, fluorogenic substrate, fluorescence. inhibition, % at 12.2 µM; in the data active = inhibition above about 11%;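 also: 0% = median of compound wells on plate and 100% = full blocker control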
ASAP1 GAP inh: blocks human ASAP1-stimulated Arf1 GTP hydrolysis; Q9ULH1; GDP FP detection; inhibition, % at 16.5 µM; actives 0.19% (n = 360,000); in the data active = inhibition above about 25%;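 also: 0% = vehicle with enzyme and substrate and 100% = no enzyme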
Target sequence (Q9ULH1 325-724 limits assumed): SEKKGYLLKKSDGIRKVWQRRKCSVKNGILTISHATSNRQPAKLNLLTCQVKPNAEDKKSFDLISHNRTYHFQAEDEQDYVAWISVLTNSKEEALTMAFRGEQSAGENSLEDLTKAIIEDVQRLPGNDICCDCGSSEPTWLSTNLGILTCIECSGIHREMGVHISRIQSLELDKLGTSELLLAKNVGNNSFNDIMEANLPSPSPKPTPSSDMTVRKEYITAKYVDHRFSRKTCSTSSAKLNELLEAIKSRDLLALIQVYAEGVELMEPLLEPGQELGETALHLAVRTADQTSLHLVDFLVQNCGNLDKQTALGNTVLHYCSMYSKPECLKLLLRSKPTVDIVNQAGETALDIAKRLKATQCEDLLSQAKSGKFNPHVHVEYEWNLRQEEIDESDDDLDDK
KLK7 zymogen act: activators of human kallikrein-7 zymogen; P49862; purified proKLK7, EDANS-DABCYL substrate fluorescence; 100% is mature enzyme control, 0% vehicle; activation, % at 7 µM; actives 0.9% (n = 370,000);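 active = activation above the mean of all tested compounds plus 3 SD, computed per campaign excluding outliers beyond control limits, cut at about 13% in these data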
NR1D1 modulator: Rev-erb alpha (human) modulation. P20393. Rev-erbα–FITC-DNA binding, fluorescence polarization, 90 min. activity, % at 10 µM. actives 0.79% (n = 370,000);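 active = activity above about 14%, limit read from the data; passing the limit was not always enough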;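 also: 0% = DMSO wells with 35 nM protein and 100% = DMSO wells with 750 nM protein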
Target sequence (P20393 whole entry, looked up): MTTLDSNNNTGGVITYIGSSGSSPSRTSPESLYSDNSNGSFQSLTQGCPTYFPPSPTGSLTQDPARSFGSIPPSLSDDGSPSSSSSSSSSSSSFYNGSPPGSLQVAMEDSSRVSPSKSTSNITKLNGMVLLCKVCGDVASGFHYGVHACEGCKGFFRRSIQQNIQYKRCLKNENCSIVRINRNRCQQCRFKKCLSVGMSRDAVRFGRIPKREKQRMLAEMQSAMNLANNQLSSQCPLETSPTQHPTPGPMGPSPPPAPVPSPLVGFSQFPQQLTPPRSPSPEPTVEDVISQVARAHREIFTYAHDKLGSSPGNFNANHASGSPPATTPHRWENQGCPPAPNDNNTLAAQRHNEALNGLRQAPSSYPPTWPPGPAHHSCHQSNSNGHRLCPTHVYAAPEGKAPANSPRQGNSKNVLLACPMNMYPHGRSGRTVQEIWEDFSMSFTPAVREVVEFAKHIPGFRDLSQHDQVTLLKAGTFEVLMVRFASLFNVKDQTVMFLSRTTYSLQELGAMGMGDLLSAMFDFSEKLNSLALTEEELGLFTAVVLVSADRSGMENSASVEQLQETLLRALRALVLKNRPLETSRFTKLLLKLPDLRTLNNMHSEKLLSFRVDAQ
HGIII-sPLA2 inh: Inhibits HGIII-sPLA2 liposome hydrolysis, primary screen. actives 0.56% (n = 370,000). Q9NZ20. QFRET BODIPY PC-A2 liposome hydrolysis, fluorescence. inhibition, % at 12.2 µM. AID 743126;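 active = inhibition above mean plus 3 SD of compounds lying within the high and low control bounds, cut at about 19% in these data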;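 also: 0% = median of test compound wells and 100% = no enzyme DMSO wells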
Tn7 DDE FP: inhibitors of Tn7 peptide binding to human fibrin DD(E); FP displacement of FITC-Tn7 peptide from fibrin DD(E); 0% = median of compound wells per plate; inhibition, % at 8.3 µM; actives 0.13% (n = 370,000); AID 720508;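 active = inhibition above the mean of compounds falling within the control limits plus 3 SD of them, cut at about 14% in these data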;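 also: 0% = plate median of compound wells and 100% = 10 µM Aha-Tn7 peptide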
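Assay system: Fibrin-DD(E) protein isolated from polymerized human fibrin clots; read-out basis: percent inhibition; medium: Tris/NaCl/CaCl2 buffer, pH 7.8; signal: FP measurement; incubation: 10 min plus 3 h, room temperature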
UHRF1 MBD2 ctr: human UHRF1 methylated DNA binding inhibitors | UHRF1 binding to methylated oligo, TR-FRET | actives 0.75% (n = 370,000) | inhibition, % at 4.4 µM | Q96T88; in the data active = inhibition above about 21%;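 also: UHRF1 SRA domain binding a hemimethylated CpG hairpin DNA probe; 0% = median of test compound wells and 100% = reference inhibitor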
An asterisk follows results filed as active; x = no result given.

SMILES	Tn6 DDE FP	PLC-gamma1 inh	ARFGAP1 inhibitor	PLCb3 inh	ASAP1 GAP inh	KLK7 zymogen act	NR1D1 modulator	HGIII-sPLA2 inh	Tn7 DDE FP	UHRF1 MBD2 ctr
COc1ccc(S(=O)(=O)N2CCCCCC2)cc1C(=O)N(C)Cc1cccc(OC)c1OC	1	1	-11	-4	-7	0.2	0	2	9	1
Cc1nc2ccccc2nc(C)c1=NOCc1cccc(Cl)c1	0	-1	0	-3	5	-0.1	-7	-2	-6	-2
O=C(O)CSc1ccccc1C(=O)O	1	3	8	-44	4	-0.2	-5	0	-13	1
CC(=O)C1=CCC(c2ccc(C)o2)N(S(=O)(=O)c2ccc(C)cc2)C1 (stereo not given)	8	1	-6	-9	5	-0.1	-2	-1	-5	-1
NC(=O)C1(N2CCCCC2)CCN(C(=O)CSc2nc3ccccc3o2)CC1	-4	-1	-5	0	2	-0.1	-2	2	1	-3
COC(=O)[C@]12C[C@H](CC(=O)NCC34CC5CC(CC(C5)C3)C4)C(=O)N(Cc3ccco3)C1=C[C@H](C(C)C)O[C@@H]2C1CC1	-11	4	x	1	x	0.3	5	-2	-3	4
O=C(Cc1cccc2ccccc12)Nc1cccnc1	2	0	1	-5	7	-0.1	-2	1	1	-2
COc1cc(/C=C\C(=O)NCc2ccc3[nH]c(C)cc3c2)cc(OC)c1OC	0	-4	1	-3	0	2.7	3	-2	4	0
O=C(NCCc1ccccc1)C1CCN(S(=O)(=O)c2cccc3nsnc23)CC1	-2	2	2	1	-6	0.1	-4	1	-5	1
CCc1nc(SCc2cc(=O)[nH]c3ccccc23)c2c(C)c(C)sc2n1	-3	1	5	-7	-11	-0.3	9	5	-5	6
Cc1ccc(N2C(=O)C3C(C2=O)N2C(c4cccs4)C4C(=O)N(c5ccc(C)cc5)C(=O)C4N2C3c2cccs2)cc1 (stereo not given)	-8	9	5	-18	-7	-1.6	-3	-1	-6	6
NS(=O)(=O)c1ccc(NC(=S)NC2CCCCCC2)cc1	8	5	-2	8	-8	-0.1	0	-16	-3	-2
O=C(OCC(=O)N1CCCc2ccccc21)c1cc(S(=O)(=O)N2CCOCC2)ccc1O	1	-13	8	-12	0	-1.4	6	-7	4	-2
COC(=O)c1cccc(S(=O)(=O)N(Cc2ccco2)Cc2cc3cc(OC)ccc3[nH]c2=O)c1	6	-5	-2	-13	-4	0.6	2	-1	1	-1
Cc1ccc(S(=O)(=O)NCc2ccccc2)cc1C(=O)N1CC(C)CC(C)C1 (stereo not given)	0	6	1	-5	-4	0.0	2	-4	-3	0
Cc1ccccc1S(=O)Cc1ccc(C(=O)NC2CC2)o1 (stereo not given)	1	-2	-6	3	-2	0.8	7	0	0	-1
CCCN(CCC)S(=O)(=O)c1ccc(C(=O)NNc2nc(-c3ccccc3)c3cc(Br)ccc3n2)cc1	-2	3	1	-2	5	-0.6	-2	-2	0	-4
COC(=O)[C@]12C[C@H](CC(=O)N3CCCC3)C(=O)N(CCC3=CCCCC3)C1=C[C@H](COCc1ccccc1)O[C@@H]2C	2	1	-9	0	-2	0.9	-4	-6	3	-3
CC(C)Nc1ncnc2c1cnn2Cc1ccccc1Cl	-2	5	0	-1	-4	-0.5	-5	-2	1	-3
CC(=O)Nc1ccc(S(=O)(=O)N2CCN(CC(=O)N3CCOCC3)CC2)cc1	5	-2	3	-3	-8	0.4	7	0	8	-2
CN1CCN(CC(O)COc2ccc(C34CC5CC(CC(C5)C3)C4)cc2)CC1 (stereo not given)	-6	2	-3	2	11	-0.4	2	-5	-4	-1
COCC(=O)Nc1ccc(F)cc1	2	1	-2	5	1	-0.3	-1	4	3	-1
CC1(C(=O)Nc2cnc3ccccc3c2)CCN1Cc1ccc2ccccc2c1 (stereo not given)	10	0	2	0	5	0.7	-3	-17	2	-1
O=C(Nc1ccncc1)c1ccc2c(c1)C(=O)N(C1CCCCC1)C2=O	3	7	-4	-82	-2	0.2	2	-4	0	26*
COc1ccc(CN(Cc2cc3cccc(C)c3[nH]c2=O)C(=O)N(C)C)cc1	1	-6	3	-8	-6	0.5	5	2	-2	0

Next structures follow.
SMILES	Tn6 DDE FP	PLC-gamma1 inh	ARFGAP1 inhibitor	PLCb3 inh	ASAP1 GAP inh	KLK7 zymogen act	NR1D1 modulator	HGIII-sPLA2 inh	Tn7 DDE FP	UHRF1 MBD2 ctr
CCN(CC(=O)Nc1ccc(NC(C)=O)cc1)C(=O)c1ccccc1Sc1ccccc1C#N	1	-2	6	-7	13	0.8	2	2	3	-4
COc1ccc(CNC(=O)CN(C(=O)c2csnn2)c2cccc3ccccc23)cc1	-8	-1	0	-6	-7	-0.4	11	0	-3	0
CC(=O)Nc1ccc(Oc2ncccn2)c(Cl)c1	5	0	-1	1	-10	-0.4	4	12	5	-1
Cc1c(/C(O)=C2/C(=O)C(=O)N(CCN3CCOCC3)C2c2cccs2)cnn1-c1ccccc1 (stereo not given)	2	-4	-6	-4	10	0.0	21*	2	-3	-1
CSc1ccc(CCNC(=O)c2cc(-c3ccccc3)c(N3CCOCC3)s2)cc1	0	-2	3	-7	-2	-0.5	67*	3	0	3
Cn1c(CNC(=O)CNC(=O)Cc2ccc(F)cc2)cc(=O)n(C)c1=O	5	0	3	-8	3	0.3	-1	10	2	2
COc1cccc(CC(=O)Nc2nc(-c3cc(OC)ccc3OC)cs2)c1	-8	0	8	5	4	-1.3	2	-26	6	0
COCCN(C(=O)c1cc(S(=O)(=O)N2CCCCC2)ccc1Cl)c1c(N)n(CC(C)C)c(=O)[nH]c1=O	-4	0	-12	-1	-2	0.3	0	0	0	-1
O=C(CCl)N(O)c1ccc(C=Cc2ccccc2)cc1	2	-27	7	-44	7	1.4	1	-23	-2	-2
O=S(=O)(Nn1cnnc1)c1ccccc1	-7	2	1	-1	-3	-0.1	-4	-4	-2	0
CCOC(=O)c1cc2c(=O)[nH]c(C(Cl)(Cl)Cl)nc2o1	7	-1	17	-7	4	1.1	3	0	3	2
COc1ccc(CCN2CC(C(=O)NCc3cccc(F)c3)CCC2=O)cc1 (stereo not given)	3	1	3	3	-16	-0.5	5	4	-10	1
O=C(CCCN1C(=O)/C(=C/c2ccccc2Cl)SC1=S)NNC(=O)c1ccccc1Cl	-5	-1	3	-1	-23	-1.1	-8	-8	-5	-2
COc1ccc2oc(C(=O)OCC(=O)N(C)c3ccccc3)c(C)c2c1	-4	-84	7	-85	-8	-0.8	-2	0	4	0
O=C1NC2(CCCCCC2)C(=O)N1Cc1ccccc1Br	2	3	-4	-2	5	-0.3	2	4	1	7
CN1CCN(C(=O)CCn2c(=O)c3cccn3c3cccnc32)CC1	-1	3	-1	-5	-5	-0.2	1	1	9	-2
Cn1c(=O)n(Cc2ccc(Br)cc2)c2ccccc21	-5	-5	7	-5	-8	0.4	7	-6	0	23*
Cn1cnnc1SCC(=O)Nc1cccc(C(=O)O)c1	4	0	5	1	7	0.3	4	0	-4	-2
O=C(Nc1ncccc1O)c1c(O)c2ccccc2[nH]c1=O	-3	-6	4	-10	-3	0.4	-3	4	-1	-2
O=C(Nc1cccc(C(F)(F)F)c1)N(Cc1ccc(Cl)cc1)CC(O)C(F)(F)F (stereo not given)	2	-1	1	0	-12	0.4	-2	-8	3	-4
Nc1nnc(SCC(=O)NCCNC(=O)CSc2nnc(N)s2)s1	-4	-2	-2	-3	3	0.3	2	12	3	2
CCOC(=O)C(Cc1c[nH]c2ccccc12)NC(=O)c1ccco1 (stereo not given)	-2	-1	-1	0	-8	0.1	0	-37	-9	-1
O=C(COC(=O)CN1C(=O)C2CCCCC2C1=O)Nc1cc(S(=O)(=O)N2CCOCC2)ccc1Cl (stereo not given)	-1	-6	-8	0	-1	-0.6	0	-4	6	-3
COc1ccccc1CN1CC(C(=O)NCc2cc(C)on2)CCC1=O (stereo not given)	-5	0	13	-9	-10	0.0	3	6	-1	0
O=C(c1ccco1)N1CCN(C(=O)C(c2ccccc2)c2ccccc2)CC1	-7	8	-2	0	-2	0.3	-1	1	0	1
COC(=O)C1=C(C)NC(C)=C(C(=O)OC)C1C(=O)OCc1nnc(-c2ccccc2)o1	1	-3	17	-19	-3	-0.3	-5	9	-4	0

Of the compounds above, these have a Cl atom.
SMILES	Tn6 DDE FP	PLC-gamma1 inh	ARFGAP1 inhibitor	PLCb3 inh	ASAP1 GAP inh	KLK7 zymogen act	NR1D1 modulator	HGIII-sPLA2 inh	Tn7 DDE FP	UHRF1 MBD2 ctr
Cc1nc2ccccc2nc(C)c1=NOCc1cccc(Cl)c1	0	-1	0	-3	5	-0.1	-7	-2	-6	-2
CC(C)Nc1ncnc2c1cnn2Cc1ccccc1Cl	-2	5	0	-1	-4	-0.5	-5	-2	1	-3
CC(=O)Nc1ccc(Oc2ncccn2)c(Cl)c1	5	0	-1	1	-10	-0.4	4	12	5	-1
COCCN(C(=O)c1cc(S(=O)(=O)N2CCCCC2)ccc1Cl)c1c(N)n(CC(C)C)c(=O)[nH]c1=O	-4	0	-12	-1	-2	0.3	0	0	0	-1
O=C(CCl)N(O)c1ccc(C=Cc2ccccc2)cc1	2	-27	7	-44	7	1.4	1	-23	-2	-2
CCOC(=O)c1cc2c(=O)[nH]c(C(Cl)(Cl)Cl)nc2o1	7	-1	17	-7	4	1.1	3	0	3	2
O=C(CCCN1C(=O)/C(=C/c2ccccc2Cl)SC1=S)NNC(=O)c1ccccc1Cl	-5	-1	3	-1	-23	-1.1	-8	-8	-5	-2
O=C(Nc1cccc(C(F)(F)F)c1)N(Cc1ccc(Cl)cc1)CC(O)C(F)(F)F (stereo not given)	2	-1	1	0	-12	0.4	-2	-8	3	-4
O=C(COC(=O)CN1C(=O)C2CCCCC2C1=O)Nc1cc(S(=O)(=O)N2CCOCC2)ccc1Cl (stereo not given)	-1	-6	-8	0	-1	-0.6	0	-4	6	-3
